TPT1 inhibitor: inhibitors of Candida albicans tRNA 2'-phosphotransferase TPT1. recombinant caTPT1, FP RNA substrate dephosphorylation. inhibition, % at 5 µM. hit rate 0.81% among 300,000. AID 1962;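 active = inhibition above the mean of all tested compounds plus 3 SD, set per screening campaign, cut at about 24% in these data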;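 note: plate controls were DMSO alone for no effect and ferristatin control at 100 nM for full effect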
Fh CTSL1 inh: blocks F. hepatica cathepsin L1 in PFM18AAP counter-screen; recombinant F. hepatica cathepsin L1, Z-Leu-Arg-MCA fluorescence; inhibition, % at 5.96 µM; hit rate 0.49% among 300,000; AID 1906;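 active = inhibition above the mean of all tested compounds plus 3 SD, set per screening campaign, cut at about 17% in these data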;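 note: 0% = plate median of test compound wells and 100% = 1 µM Z-Phe-Ala-diazomethylketone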
PAFAH2 FP inh: inhibitors of human PAFAH2. recombinant PAFAH2, FP-rhodamine activity probe, fluorescence polarization. inhibition, % at 3.39 µM. hit rate 0.99% among 340,000. AID 492956;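 active = inhibition above the mean over all tested compounds plus 3 SD, cut at about 30% in these data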;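 note: inhibitors block probe labeling of enzyme so polarization drops; 0% = enzyme with DMSO and 100% = wells lacking PAFAH2 protein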
PP5 inh: inhibitors of human protein phosphatase 5 (PP5); P53041; purified PP5c, OMFP substrate fluorescence; inhibition, % at 6.7 µM; hit rate 0.18% among 320,000; AID 1987;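 active = inhibition above the campaign's mean inhibition across all tested compounds plus 3 SD, cut at about 9.5% in these data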;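 note: 0% = DMSO only and 100% = 100 µM cantharidin control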
Target sequence (P53041 whole entry, looked up): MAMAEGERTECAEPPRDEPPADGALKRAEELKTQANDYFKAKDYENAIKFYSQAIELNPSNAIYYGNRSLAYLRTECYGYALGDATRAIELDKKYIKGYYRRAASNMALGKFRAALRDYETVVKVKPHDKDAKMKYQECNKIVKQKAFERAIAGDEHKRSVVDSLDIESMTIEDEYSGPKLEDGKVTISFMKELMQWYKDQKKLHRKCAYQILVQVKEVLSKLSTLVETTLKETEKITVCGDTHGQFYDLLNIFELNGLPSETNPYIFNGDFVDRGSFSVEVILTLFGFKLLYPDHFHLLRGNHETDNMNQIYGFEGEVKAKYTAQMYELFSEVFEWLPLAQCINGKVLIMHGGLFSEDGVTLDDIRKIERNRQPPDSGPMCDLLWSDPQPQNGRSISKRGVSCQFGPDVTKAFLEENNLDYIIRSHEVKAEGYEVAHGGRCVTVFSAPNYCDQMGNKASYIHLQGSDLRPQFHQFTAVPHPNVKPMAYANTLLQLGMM
proCasp7 act: activates human procaspase-7, counter-screen for procaspase-3 activators; recombinant procaspase-7, Ac-DEVD-pNA absorbance 405 nm; D23A/D198A/D206A triple mutant, cannot self-cleave; scale: DMSO 0, 5 µM enzyme 100; activation, % at 8.5 µM; hit rate 0.093% among 330,000;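 active = percent activation above the screen-wide mean plus 3 SD, cut at about 25% in these data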
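Material: Procaspase-7 triple mutant (PC-7 D3A) | Quantity: 2 µM procaspase-7 mutant as dispensed | Reagent: DEVD-pNA substrate | Times: 1 h preincubation, 2 h reaction | Technique: 405 nm absorbance of p-nitroaniline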
PP1 counter: PP1-alpha (human) inhibition in PP5 counter-screen; P62136; inhibition, % at 6.7 µM; AID 2235; purified PP1alpha, OMFP fluorescence; hit rate 0.9% among 320,000;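 active = inhibition above the mean inhibition of all tested compounds plus 3 SD, computed separately for each screening campaign, cut at about 15% in these data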
Target sequence (P62136 whole entry, looked up): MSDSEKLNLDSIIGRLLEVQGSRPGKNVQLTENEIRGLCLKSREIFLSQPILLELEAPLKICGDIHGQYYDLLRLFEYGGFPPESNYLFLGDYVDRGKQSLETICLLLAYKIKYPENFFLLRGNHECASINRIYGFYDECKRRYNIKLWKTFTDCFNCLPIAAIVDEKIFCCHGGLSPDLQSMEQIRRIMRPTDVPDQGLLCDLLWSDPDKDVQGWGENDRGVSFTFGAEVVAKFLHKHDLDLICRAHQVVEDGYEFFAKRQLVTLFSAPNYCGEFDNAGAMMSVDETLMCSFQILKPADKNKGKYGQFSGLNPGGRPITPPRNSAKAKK
AHR act: human AHR activation. AHR-responsive luciferase reporter cells, luminescence. hit rate 2.5% among 320,000. activation, % at 5 µM. P35869; in the data active = activation above about 47%;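 note: 0% = vehicle wells and 100% = reference agonist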
HCV core dimer: HCV core protein dimerization inhibition. TR-FRET GST/Flag-core106 dimerization, 1536-well. inhibition, % at 5 µM. hit rate 0.33% among 300,000. AID 1899;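 active = inhibition above the mean of all tested compounds plus 3 SD, set per screening campaign, cut at about 45% in these data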
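Material: Tagged HCV core106 pair (GST and Flag) | Amount: GST-core106 13.5 nM, Flag-core106 17 nM | Medium: KF-containing HEPES buffer, pH 7.45, DTT, CHAPS, BSA | Reagent: Eu donor and XL665 acceptor anti-tag antibodies | Schedule: 4 h at 22.5 °C | Technique: Time-resolved FRET, ex 340 nm, em 617 and 671 nm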
procasp3 activ: activates human procaspase-3; recombinant procaspase-3 D3A, Ac-DEVD-pNA absorbance 405 nm; activation, % at 8.5 µM; hit rate 0.11% among 330,000; AID 463141;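 active = activation above the mean of all tested compounds plus 3 SD, cut at about 21% in these data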;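 note: 0% = DMSO alone and 100% = DMSO wells spiked with extra 5 µM PC-3 D3A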
Target sequence (P42574 whole entry D9A/D28A/D175A): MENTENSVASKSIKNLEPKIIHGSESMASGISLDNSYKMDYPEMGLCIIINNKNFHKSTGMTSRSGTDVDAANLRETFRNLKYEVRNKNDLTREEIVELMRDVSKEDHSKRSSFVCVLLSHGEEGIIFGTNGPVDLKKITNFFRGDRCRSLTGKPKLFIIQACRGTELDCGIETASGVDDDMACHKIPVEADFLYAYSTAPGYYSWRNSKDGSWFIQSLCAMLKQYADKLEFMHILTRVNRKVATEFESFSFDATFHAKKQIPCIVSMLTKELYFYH
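Assay system: Procaspase-3 D3A mutant, all three cleavage aspartates alanine. Buffer or medium: Zinc-free HEPES saline buffer with Triton X-100. Times: 1 h compound preincubation, 2 h substrate hydrolysis at 25 °C. Measured by: 405 nm absorbance of p-nitroaniline, reads at 0 and 120 min. Read-out basis: percent activation relative to control range. Replicates: singlicate.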
Starred values were filed as active, the others as inactive; x = not tested or not shown; & = joins results of further samples. Rows were taken by chance; any-hit rate near 5.6%.

SMILES	TPT1 inhibitor	Fh CTSL1 inh	PAFAH2 FP inh	PP5 inh	proCasp7 act	PP1 counter	AHR act	HCV core dimer	procasp3 activ
O=C(Nc1cccc(F)c1)C1CCCN(S(=O)(=O)c2cnc[nH]2)C1 (stereo not drawn)	2	-3	16	2.2	-11	-3	2	-4	3
CCCCN(C(=O)c1ccc(S(=O)(=O)N2CCOCC2)cc1)C1CCS(=O)(=O)C1 (stereo not drawn)	-3	-3	1	0.5	-3	-5	-2	-1	12
C[C@@H](O)[C@@H]1NC(=O)c2cc([N+](=O)[O-])cc(I)c2NCC[C@@H](C(N)=O)NC(=O)CNC1=O	-4	0	x	5.6	3	0	-2	-3	-2
COC(=O)CC1(c2cccc3ccccc23)C(=O)c2ccccc2C1=O	9	-1	-3	5.6	-5	1	9	1	2
CCOC(=O)c1nn(-c2ccccc2C)c2nc(-c3ccc(C)cc3)c(C#N)c(=O)n12	2	9	-6	0.6	-2	-2	4	27	5
Cc1ncsc1CCSc1n[nH]c(=O)n1-c1ccccc1	-1	4	5	2.1	1	-5	-3	1	2
COc1ccc(-c2csc3nc(-c4ccccc4F)oc(=O)c23)cc1	3	1	8	-1.3	13	-5	-5	27	0
O=C(CC1NCCNC1=O)Nc1ccc(Cl)c(Cl)c1 (stereo not drawn)	1	5	14	-0.8	9	-4	9	-5	4
O=C(O)CCCCCNS(=O)(=O)c1c(Cl)cccc1Cl	0	1	1	0.7	1	3	0	0	-3
COc1ccc2cc(C(=O)O)ccc2c1	0	1	-1	0.6	1	-3	-1	-2	14
COc1cccc(C2Nc3ccc4ccccc4c3C3=C2C(=O)CCC3)c1O (stereo not drawn)	0	1	-2	-0.2	8	15	9	2	4
Cc1ccccc1NC(=O)NC1CCS(=O)(=O)C1 (stereo not drawn)	-1	1	-2	4.8	2	-4	-1	6	10
Cc1ccccc1-c1n[nH]c(=S)n1C	-1	-1	9	2.0	-3	-3	1	-1	0
Cc1cc(NC(=O)COC(=O)Cn2[nH]c(=O)c3ccccc3c2=O)c([N+](=O)[O-])cc1C	x	x	3	x	-8	x	-1	x	-3
O=C(Nc1cccc2cccnc12)c1cc(F)c(F)cc1Cl	0	7	1	2.2	-3	-2	10	1	-7
Cc1cc(C)n(C(=O)c2ccc(C)o2)n1	-3	-1	3	0.1	3	1	1	-1	-12
CCn1c(=S)[nH]c2cc(S(=O)(=O)N3CCCCC3)ccc21	2	1	-4	1.2	-8	2	3	-208	-8
CCN(CC)C(=O)Oc1ccccc1NC(C)=O	-2	-4	-4	0.5	-2	-1	-2	-3	2
COc1ccc(C2(c3ccc(OC)cc3)NC(=O)N(CC(=O)Nc3ccc(N4CCOCC4)cc3)C2=O)cc1	3	2	-5	3.0	-4	0	0	-2	-7
O=C(CCS(=O)(=O)CCN1CCOCC1)NCNC(=O)CCS(=O)(=O)CCN1CCOCC1	1	-1	-7	0.8	1	1	0	1	-6
O=c1[nH]c2ccccc2cc1CN(c1ccccc1)S(=O)(=O)c1ccccc1	-2	-2	10	1.0	-14	5	8	9	10
COc1ccc(NC(=O)COC(=O)C23CCC(=O)N2c2ccccc2S3)cc1 (stereo not drawn)	0	0	0	-2.3	6	-3	0	1	-4
CCN(CC(=O)Nc1c(F)cccc1F)C(=O)c1ccc(COc2ccccc2)cc1	0	0	-6	-1.1	-4	-5	6	5	7
CC(/C=C\c1cccnc1)=C/C(=O)O	2&-1	0&-2	-2&-2	-1.5&0.5	4&-4	0&-5	-1&1	-28&-3	-1&6
Cc1cc(NS(=O)(=O)c2ccc(NC(=O)c3cc(-c4ccccc4Cl)nc4ccccc34)cc2)no1	-1	3	-2	2.2	0	2	1	16	-1
O=C(Nc1ccccc1C(=O)Nc1ccccc1)c1ccco1	0	3	8	-0.6	0	-1	76*	-11	-6
CC(=O)N/C(=C\c1ccc(Cl)cc1)C(=O)O	2	2	x	0.5	2	-4	1	-1	5
CCn1c(CC(=O)Nc2ccc(C)cc2)nnc1SCC(=O)N1CCN(c2ccccc2)CC1	-3	1	-3	0.4	6	4	1	0	-1
COC(=O)c1cc(C(=O)OCC(=O)NC(=O)c2ccccc2)cc([N+](=O)[O-])c1	0	2	1	-0.3	10	-1	0	1	4
CCCCNC(=O)C1CCCN(S(=O)(=O)CC)C1 (stereo not drawn)	2	-8	5	1.2	2	1	3	-1	-12
Cc1nc(N2CCOCC2)sc1C(=O)NN	-3	0	2	-0.9	-2	2	18	-3	2
COc1ccc(C(=O)OCC(=O)N2CCCC2=O)c(OC)c1	4	-2	-6	4.2	-3	-5	-2	-1	-5
O=C(Cc1ccccc1)NNC1=NS(=O)(=O)c2ccccc21	0	-3	-7	0.4	0	-3	0	-1	5
CN(Cc1ccccc1)C(=O)c1oc(=O)c2ccccc2c1-c1ccccc1	-1	-3	-2	3.7	-5	5	-1	3	-9
COc1ccc(C2=Nn3c(nnc3-c3ccccc3F)SC2)cc1OC1CCCC1	x	x	10	x	0	x	41	x	4
COc1ccccc1-c1nc2c(c(SCC(=O)N3CCCCC3)n1)Cc1c(CO)cnc(C)c1O2	-1	1	5	3.0	-9	-1	15	15	4
CC(=O)C(Cc1ccccc1)(Cc1ccccc1)C(C)=O	-1	-5	-4	1.6	9	-1	0	5	11
O=C(O)CC(C(=O)NC1CCCCC1)C1CCCO1 (stereo not drawn)	-1	-1	-1	-1.2	6	-3	0	-3	0
COc1cc(/C=C2\SC(=O)NC2=O)ccc1Oc1ccc([N+](=O)[O-])cn1	1	3	-8	1.8	-4	2	-2	10	-7
O=S(=O)(NCC1CCCO1)c1ccc(Br)s1 (stereo not drawn)	-2	-2	2	3.4	7	-2	2	-2	-2
O=S(=O)(Nc1nc2ccccc2nc1Nc1ccc2c(c1)OCO2)c1ccccc1	2	1	2	0.8	-4	2	12	11	5
O=c1c2c3c(sc2ncn1/N=C/c1ccccc1)CCCC3	-2	-1	0	-2.0	-7	-1	1	-1	0
COc1ccc(OCC(=O)Nc2ccc(S(=O)(=O)Nc3cc(C)nc(C)n3)cc2)cc1	-1	-2	-5	1.9	0	1	-4	-2	-3
O=C(COc1ccc2oc(-c3ccccc3)cc(=O)c2c1)Nc1ccccc1	0	-1	1	2.5	7	0	-1	4	-1
CCOC(=O)c1ccc(Nc2cc(C)nc3nc(C)nn23)cc1	-1	5	-4	1.3	-7	-3	-3	-2	-4
COc1ccccc1NS(=O)(=O)c1ccc2oc(=O)ccc2c1	1	-1	11	1.2	-10	2	5	0	1
S=C(Nc1ccccc1)Nc1ccc(Cl)cc1Cl	1	2	8	0.9	0	-2	6	-1	-8
Cc1ccc(-c2csc(/C(C#N)=C/Nc3ccccc3SC(F)(F)F)n2)c(C)c1	1	-4	4	-0.4	-5	-3	2	-2	3
Cc1oc(-c2ccc(Cl)cc2)nc1CN1CCC(C(=O)N2CCN(Cc3ccccc3)CC2)CC1	1	5	-2	0.3	6	-3	12	0	-6
COc1ccccc1N1CCN(CC(=O)Nc2sccc2C#N)CC1	6	0	0	1.6	-7	2	2	35	-4
OC1(c2ccccc2F)CCN(Cc2nnnn2CCc2ccccc2)CC1	-1	0	-1	2.3	13	-3	0	-2	1
CN(C(=O)c1cccc(C#N)c1)c1nnc(C2CCOC2)s1 (stereo not drawn)	-3	-2	-3	1.9	-8	-2	0	0	4
O=C(O)CCc1ccc(S(=O)(=O)Nc2ccccc2N2CCCCC2)cc1	x	x	4	x	4	x	2	x	10
CCCc1ccc(S(=O)(=O)NCc2nnc(SC)n2C)cc1	-2	-1	1	0.8	8	7	-2	-8	-4
COc1cc(NC(=O)c2ccc(Cl)cc2)c(OC)cc1NC(=O)CN1CCOCC1	-2	9	-2	2.3	0	-4	48*	0	3
CS(=O)(=O)N(CC(=O)N1CCc2ccccc2C1)c1cccc(Br)c1	-1	-2	8	-0.7	2	-5	1	0	11
COc1ccc(N2CCN(C(=O)c3cc4c(-c5cccc(OC)c5)nn(C)c4s3)CC2)cc1	-4	2	-4	3.1	1	-1	5	4	-2
COc1ccccc1/C=C/C(=O)NC(=S)N(C)C1CCCCC1	0	3	4	1.6	0	-1	-1	6	-2
O=C(Oc1ccc2c3c(c(=O)oc2c1)CCC3)c1ccco1	-1	-17	0	1.2	-5	0	-2	-5	-6
CCOC(=O)C1(Cc2cccc(F)c2)CCN(C(=O)c2ccoc2C)CC1	4	-1	1	0.6	19	-1	-2	2	-3

Structural class, those above with a furan ring, fused or not.
SMILES	TPT1 inhibitor	Fh CTSL1 inh	PAFAH2 FP inh	PP5 inh	proCasp7 act	PP1 counter	AHR act	HCV core dimer	procasp3 activ
Cc1cc(C)n(C(=O)c2ccc(C)o2)n1	-3	-1	3	0.1	3	1	1	-1	-12
O=C(Nc1ccccc1C(=O)Nc1ccccc1)c1ccco1	0	3	8	-0.6	0	-1	76*	-11	-6
O=C(Oc1ccc2c3c(c(=O)oc2c1)CCC3)c1ccco1	-1	-17	0	1.2	-5	0	-2	-5	-6
CCOC(=O)C1(Cc2cccc(F)c2)CCN(C(=O)c2ccoc2C)CC1	4	-1	1	0.6	19	-1	-2	2	-3

(further entries)
SMILES	TPT1 inhibitor	Fh CTSL1 inh	PAFAH2 FP inh	PP5 inh	proCasp7 act	PP1 counter	AHR act	HCV core dimer	procasp3 activ
O=C(CCCn1c(SCC(=O)NCCc2ccccc2)nc2ccccc2c1=O)NCC1CCCO1 (stereo not drawn)	-2	0	0	-0.3	8	-4	-2	1	0
COc1ccc(CCNC(=O)CSc2ccsc2[N+](=O)[O-])c(OC)c1	2	-1	11	3.5	0	1	2	12	1
CSc1ccccc1C(=O)Nc1cccc(C(C)=O)c1	0	-3	3	3.0	10	-2	15	5	3
O=C(O)c1cccc2c1C(=O)N(CC1CCCO1)C2 (stereo not drawn)	2	2	0	1.7	1	-1	32	-2	-5
CN1CCN(c2oc(/C=C/c3ccccc3)nc2C#N)CC1	2	4	-3	-2.0	9	-3	23	-9	10
Cc1cc(C)nc(Nc2nc3ccccc3[nH]2)n1	-7	-1	-2	0.3	8	1	40	-4	-5
Nn1c(SCC(=O)Nc2ccc3c(c2)OCO3)nnc1C1CC1	-2	0	-1	1.9	1	-6	40	8	0
O=C(Nc1nc2ccccc2n1CCN1CCCCC1)c1ccco1	-3	-1	2	0.7	0	-1	11	-7	2
CSc1nc(NCCOCCO)c2sc3nc(-c4ccco4)c4c(c3c2n1)CCC4	18	17*	8	1.4	-39	45*	20	87*	-29
COc1cccc(-c2cc(C(F)(F)F)n3ncc(S(=O)(=O)c4ccccc4)c3n2)c1	1	1	1	-0.8	-1	0	0	0	-12
Cc1cc(C(=O)COC(=O)C(C)NC(N)=O)c(C)n1Cc1ccco1 (stereo not drawn)	-1	-4	-4	-3.1	2	-3	-2	-1	12
O=C(Nc1ccc(Cl)cc1)Nc1cccc(C(=O)O)c1	-2	-2	x	2.4	-7	-2	-12	16	2
CCN(CC(=O)Nc1ccc(NC(C)=O)cc1)C(=O)c1cc(-c2ccccc2)nn1-c1ccccc1	2	3	7	-0.1	-6	-3	0	0	12

High-throughput results: PubChem BioAssay, The Scripps Research Institute Molecular Screening Center
